A340 absorber = compound absorbs light at 340 nm | compound absorbance at 340 nm, fold over control | fold change at 10 µM | 65,000 tested, under 10 active;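 active means at 10 µM dose, initial 340 nm absorbance at least 2 fold that of control wells; inactive means change under 2 fold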;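 further: initial absorbance extrapolated from kinetic A340 decline of NADH oxidation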
MMP13 inh = blocks human MMP13 activity; MMP-13 fTHP FRET cleavage, Mca fluorescence; hit rate 0.07% among 65,000; inhibition, % at 4 µM;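 active means inhibition above the mean of compound-free control plate wells plus 3 SD, cut at about 14% in these data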;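 further: 0% = DMSO wells and 100% = wells with reference MMP-13 inhibitor after basal subtraction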
ROCK2 blocker = ROCK2 (human) kinase inhibition. purified ROCK2, Kinase-Glo ATP depletion luminescence. inhibition, % at 6 µM. AID 604. hit rate 0.35% among 60,000;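 active means inhibition above the screen-wide mean inhibition plus 3 SD, cut at about 18% in these data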;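 further: plate controls were DMSO wells for no effect and Y-27632 control wells after no-enzyme background subtraction for full effect; many of its hits are not listed in these tables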
HEK293 NFkB inh = inhibitors of the PMA/ionomycin-induced NF-kB reporter in HEK293 cells; HEK-293 NF-kB luciferase reporter, luminescence; inhibition, % at 3 µM; hit rate 0.21% among 62,000;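 active means inhibition above the mean of all tested compounds plus 3 SD, cut at about 40% in these data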;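 further: 0% = stimulated DMSO wells and 100% = 10 µM reference inhibitor 5653914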
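Material: HEK-293 cells with stable firefly luciferase reporter driven by four HIV NF-kB elements / Also added: PMA plus ionomycin mix as NF-kB-activating stimulus / Compound dosing: 3 µM once, 0.30% DMSO / Times: 1 h pretreatment, 16 h stimulation, 37 °C / Signal: luminescence / Evaluation: per-plate % inhibition versus controls / Benchmarks: DMSO and 10 µM reference inhibitor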
tolC growth inh = growth inhibitors of E. coli BW25113 tolC mutant | growth inhibition, % at 10 µM (by protocol) | OD615 | hit rate 2.2% among 65,000 | AID 573;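 active means growth inhibition at or above a cutoff equal to the mean over every tested compound plus 3 SD, cut at about 60% in these data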;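 further: growth measured after 20 h incubation at 37 °C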
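Material: E. coli BW25113 ΔtolC::kan, tolC deletion mutant strain. Measure: percent growth inhibition. Schedule: 37 °C, 20 h exposure. Doses: single-point testing at 10 µM. Signal: A615 absorbance measurement. Buffer or medium: kanamycin-containing LB broth (50 µg/mL).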
NADH coupling = inhibition of NAD/NADH coupling enzymes, library profiling. coupled PK/LDH NADH assays, four targets. IC50, µM (highest dose often 10 µM), for inactives: top-dose inhibition. hit rate 0.02% among 65,000;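 active means single-dose screening hits from any of four coupled enzyme assays that gave an IC50 when retested across doses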;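 further: the DPM-DC format reads NADH fluorescence rather than 340 nm absorbance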
JNK3 inh = JNK3 (human) kinase inhibition; P53779; purified JNK3 kinase activity, HTS; inhibition, % at 8 µM; hit rate 0.61% among 60,000; in the data active means inhibition above about 17%;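 further: 0% = DMSO and 100% = reference inhibitor; many of its hits are not listed in these tables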
Target sequence (P53779 whole entry, looked up): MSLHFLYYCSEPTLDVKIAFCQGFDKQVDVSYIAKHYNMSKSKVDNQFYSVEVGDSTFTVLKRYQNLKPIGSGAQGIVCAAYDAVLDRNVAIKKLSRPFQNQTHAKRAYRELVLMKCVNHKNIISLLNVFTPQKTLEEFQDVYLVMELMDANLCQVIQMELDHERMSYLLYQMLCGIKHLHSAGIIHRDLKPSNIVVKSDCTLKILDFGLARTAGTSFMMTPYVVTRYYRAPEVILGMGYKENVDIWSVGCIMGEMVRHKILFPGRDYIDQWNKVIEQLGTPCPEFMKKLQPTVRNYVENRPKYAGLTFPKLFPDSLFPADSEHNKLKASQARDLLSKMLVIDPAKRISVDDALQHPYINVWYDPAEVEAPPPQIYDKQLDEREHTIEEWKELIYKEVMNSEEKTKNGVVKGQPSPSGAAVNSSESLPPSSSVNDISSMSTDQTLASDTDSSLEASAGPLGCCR
PKA kinase inh = blocks human protein kinase A activity | P17612 | PKA Kemptide phosphorylation, Kinase-Glo ATP luminescence | inhibition, % at 6 µM | hit rate 0.1% among 65,000 | AID 524;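 active means inhibition above the screen-wide mean inhibition plus 3 SD, cut at about 21% in these data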; further: many of its hits are not listed in these tables
Fluor 339 460 = intrinsic fluorescence of library compounds, ex339/em460 – biochemical, MLSMR library, data from DPM-DC assay, artefact control, profiling panel. compound autofluorescence, ex339/em460 nm, NADH buffer; stronger effect = higher value; 1 = no-compound wells, NADH background. fluorescence fold increase at 10 µM. hit rate 5.5% among 65,000;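 active means at 10 µM, mean starting fluorescence two-fold or more over control wells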;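 further: signal is the first read of a kinetic run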
Active calls of the source: *; / = not tested or not shown; [ ] = another dose, or the depositor's remark.

SMILES	A340 absorber	MMP13 inh	ROCK2 blocker	HEK293 NFkB inh	tolC growth inh	NADH coupling	JNK3 inh	PKA kinase inh	Fluor 339 460
CCN(CC)c1ccc(NC(=O)c2c(OC)cccc2OC)c(C)c1	1.1	9	2	2	5	2%	-15	5	1.1
COc1ccc(Cn2nc(C)cc2C)cc1OC	1	-1	0	-8	-17	4%	-6	3	1.1
CCNc1nc(NC(C)C)nc(Nn2cnnc2)n1	1	4	0	14	0	1%	0	-2	1.1
CC(=O)C1=C(O)CCC1=N	1	0	8	19	-23	2%	2	9	1.1
O=C1NC(c2ccccc2)(C(F)(F)F)C(=O)N1Cc1cccnc1 (stereo unspecified)	1	-2	-1	7	15	8%	-7	1	1.1
CCOc1ccc(/C(O)=C2/C(=O)C(=O)N(CCOCCO)C2c2ccc(F)cc2)cc1 (stereo unspecified)	1.1	0	1	28	-3	3%	3	1	1.1
Cc1c(NC(=O)c2cnn3c(C(F)(F)F)cc(-c4ccco4)nc23)c(=O)n(-c2ccccc2)n1C	1.2	-4	7	20	-5	0%	-1	8	1
COc1ccccc1NC(=O)C1=C(C)NC(=O)NC1c1ccccc1F (stereo unspecified)	1	-1	2	12	-2	5%	-1	0	1.1
COCCN1C(=O)c2ccc(C(=O)Nc3nccs3)cc2C1=O	1.1	0	4	9	-17	3%	9	-1	1
COc1ccccc1NC(=O)c1ccccc1NS(C)(=O)=O	1.1	0	-2	12	5	2%	1	-2	1.2
CC(C)Oc1nc(-c2ccccc2O)nc2ccccc12	1.1	7	-3	-12	-2	5%	3	-10	1
O=C(CSCc1nc2ccccc2[nH]1)N1CCN(c2cccc(Cl)c2)CC1	1	1	7	15	30	7%	-1	8	1.2
COc1ccc2nc(NC(=O)CSc3nc4cccnc4n3C)sc2c1	1	-1	5	6	6	3%	0	9	1.1
Cn1c(CN2CCOCC2)nnc1SCC(=O)NC1CCCCC1	1	2	8	-8	-17	2%	-4	4	1.2
O=C(COc1ccccc1Cl)OCC(=O)N1CCN(S(=O)(=O)c2ccccc2)CC1	0.96	-4	2	4	-2	5%	-6	8	0.99
Cc1ccc(C(C(=O)NC2CCCCC2)N2CCOCC2)cc1 (stereo unspecified)	1	-1	/	4	3	2%	/	-5	1
N#CCCN(CCC#N)c1nncs1	1	-1	-2	10	-5	4%	-7	-1	1.1
Nc1ncc(Br)cc1S(=O)(=O)NCCC(=O)N1CCN(c2ncccn2)CC1	1	-7	3	-8	-6	7%	-1	3	1.4
NC(=O)CSc1nnc(-c2cccnc2)n1CCc1ccccc1	1	0	3	8	-17	8%	-1	5	0.82
CCCc1nnc(SCCSc2nnc(CCC)n2N)n1N	1	0	/	14	-19	2%	/	1	1.1
CCCC(=O)Nc1ccc(N2CCCCC2)cc1	1	1	2	3	4	9%	-2	-1	1
Cn1c(-c2ccc(CN3CCCCC3)o2)nc2ccccc21	1.1	-66[fluorescence artefact?]	1	-4	-1	3%	-6	-1	2.1*
CCOC(=O)Cn1c(=O)oc2cc(S(=O)(=O)N3CCN(c4ccccn4)CC3)ccc21	1.1	2	-2	14	-6	2%	1	-9	1.1
CC(=O)c1c(C)[nH]c(C(=O)NCc2cccs2)c1C	0.96	-2	2	15	-16	3%	0	3	1.1
CCCCOc1ccc(OCCCN2CCOCC2)cc1	0.98	-12	5	/	11	2%	0	0	1

Reprinted at random: 2 records from the list.
SMILES	A340 absorber	MMP13 inh	ROCK2 blocker	HEK293 NFkB inh	tolC growth inh	NADH coupling	JNK3 inh	PKA kinase inh	Fluor 339 460
N#CCCN(CCC#N)c1nncs1	1	-1	-2	10	-5	4%	-7	-1	1.1
CC(=O)C1=C(O)CCC1=N	1	0	8	19	-23	2%	2	9	1.1

(more compounds)
SMILES	A340 absorber	MMP13 inh	ROCK2 blocker	HEK293 NFkB inh	tolC growth inh	NADH coupling	JNK3 inh	PKA kinase inh	Fluor 339 460
Cc1n[nH]c(C)c1S(=O)(=O)N1CCOCC1	0.99	0	2	7	-21	5%	10	3	1.1
CC1CCCN(CC(=O)Nc2ccc(S(=O)(=O)NC3CCCCC3)cc2)C1 (stereo unspecified)	0.99	-7	4	20	6	5%	4	10	1.1
N#C/C(C(=O)N1CCOCC1)=C1/SC(Cc2ccccc2)C(=O)N1c1ccccc1 (stereo unspecified)	1	-3	3	/	15	2%	-1	7	1.1
COC(=O)c1ccccc1NC(=O)N1CSC[C@H]1C(=O)OC	1	1	6	13	-1	9%	0	9	1
CCC(NC(=O)Cn1cnc2c(=O)n(C)c(=O)n(C)c21)c1ccccc1 (stereo unspecified)	1.1	-3	1	19	-7	6%	4	1	1.1
COC(=O)CSc1nnc(CNC(=O)Cc2ccccc2)n1-c1ccccc1OC	0.98	1	6	17	-8	7%	7	11	1.1
COC(=O)CCC(=O)N1CCc2cc(S(=O)(=O)N3CCc4ccccc43)ccc21	1	1	1	-4	36	4%	-6	11	1.1
CC1CN(C(=O)Nc2ccc3snnc3c2)c2ccccc21 (stereo unspecified)	1.1	-4	2	7	17	5%	0	5	1.1
CCOC(=O)c1ccc(NC(=O)COC)cc1	1.1	0	12	6	10	1%	-3	9	1.1
COc1ccccc1-n1c(SCC(=O)N(C)C2CCS(=O)(=O)C2)nc2ccccc2c1=O (stereo unspecified)	1.1	-7	9	3	-16	0%	5	11	1.1
COc1ccc(CNC(=O)CN(C(=O)c2ccc(CN3CCOCC3)o2)C2CCCC2)cc1	0.97	1	4	14	-21	2%	-4	5	1
CCOc1ccccc1C1NC(=O)NC(C)=C1C(=O)OCc1ccco1 (stereo unspecified)	1	2	4	0	17	8%	2	13	1.1
O=C(COC(=O)c1ccccc1Oc1ccccc1)NC1CCS(=O)(=O)C1 (stereo unspecified)	0.98	5	0	10	-10	2%	0	8	0.98
CC(C(=O)N1CCCc2c1c(=O)oc1ccc(O)cc21)N1CCc2ccccc2C1 (stereo unspecified)	1.1	-1	8	8	11	6%	0	4	1.1
CCN(CC)S(=O)(=O)c1ccc(C(=O)Oc2ccc3c(c2)OCO3)cc1	1	0	5	7	-10	3%	-2	6	1.1
COc1ccc(S(=O)(=O)Nc2ccccc2OC)cc1C	0.98	-2	8	8	6	4%	5	8	1
CC12CCC(C(=O)Nc3ccc4c(c3)OCCO4)(OC1=O)C2(C)C (stereo unspecified)	1	/	/	/	-1	3%	/	/	1.1
Cc1ccccc1-c1nc(CS(=O)CC(=O)NCCN2CCOCC2)c(C)o1 (stereo unspecified)	1.1	2	-12	16	8	3%	-5	-1	1.1
COc1cc2nc(C)sc2cc1SC	1	1	4	18	-3	3%	2	2	1.1
O=P(O)(CCc1ccccn1)CN1CCCCC1	1.1	2	2	8	-17	2%	-4	3	1.1
CCCN1C(=O)C2(/C(=C(\O)c3ccc4c(c3)OCCO4)C(=O)C(=O)N2CCCOC)c2ccccc21 (stereo unspecified)	1.2	2	1	8	-16	0%	2	2	1.1
CC(C)Cn1cc(C(=O)NCCCN2CCCC2=O)c2c3ccccc3n(C)c2c1=O	1	-47	5	18	-8	14%	-2	10	3.9*
O=C(c1ccc(C23CC4CC(CC(C4)C2)C3)o1)N1CCOCC1	1	7	0	5	44	3%	-4	6	1.2
Cc1ccc2oc(=O)n(CCCOc3ccccc3)c2c1	0.99	0	2	3	47	5%	0	4	1.2
O=C(NCCNCCO)c1c(O)c2cccc3c2n(c1=O)CCC3	1	-6	3	-1	6	6%	7	7	1.3

Gathered by group, the entries above containing a CF3 group (2)
SMILES	A340 absorber	MMP13 inh	ROCK2 blocker	HEK293 NFkB inh	tolC growth inh	NADH coupling	JNK3 inh	PKA kinase inh	Fluor 339 460
O=C1NC(c2ccccc2)(C(F)(F)F)C(=O)N1Cc1cccnc1 (stereo unspecified)	1	-2	-1	7	15	8%	-7	1	1.1
Cc1c(NC(=O)c2cnn3c(C(F)(F)F)cc(-c4ccco4)nc23)c(=O)n(-c2ccccc2)n1C	1.2	-4	7	20	-5	0%	-1	8	1

The list goes on:
SMILES	A340 absorber	MMP13 inh	ROCK2 blocker	HEK293 NFkB inh	tolC growth inh	NADH coupling	JNK3 inh	PKA kinase inh	Fluor 339 460
CCOC(=O)c1c(=O)n(O)c2ccc(C)cc2[n+]1[O-]	1	11	4	7	4	5%	-10	7	1
O=C(NC1CCCCC1)C1c2ccccc2C(=O)N1Cc1ccco1 (stereo unspecified)	0.99	3	5	6	-5	8%	-9	9	1.1
O=C(O)CN1C(=O)CCS(=O)c2ccccc21 (stereo unspecified)	1	2	1	-6	-12	2%	4	-3	1.1
Cc1cc(=O)oc(C)c1C(=O)NCCCN1CCN(c2ccccc2F)CC1	1.2	-3	/	18	-14	9%	/	-10	1
CCOC(=O)c1sc2ccc(S(=O)(=O)N3CCOCC3)cc2c1N	1	-3	/	0	-7	8%	/	2	1.4
FC(F)(F)c1nnc2ccc(N3CCCCCC3)nn12	1	-4	5	4	16	5%	-2	2	1.2
Cc1noc(/C=C/N(C)C)c1S(=O)(=O)N(C)CC(=O)N1CCc2ccccc21	1.3	4	-4	-2	-17	11%	-9	-5	0.95
COc1ccc(Cl)cc1Nc1nc(C)cc(=O)[nH]1	0.99	-1	3	-19	3	4%	1	3	1
COC(=O)c1ccc(OCC2c3cc(OC)c(OC)cc3CCN2C(=O)C2CC2)cc1 (stereo unspecified)	1	-4	/	9	26	7%	/	2	1.1
CCOC(=O)CSC1=Nc2ccccc2C2=NC(CC(=O)NCc3cccs3)C(=O)N12 (stereo unspecified)	1	-11	5	25	6	3%	8	10	1.2
O=S(=O)(c1ccccc1)c1nc(-c2cccs2)oc1NCCCn1ccnc1	1.2	-1	-7	12	9	7%	-15	-7	1.2
COc1ccc(CCNC(=O)c2c(O)c3c([nH]c2=O)CCCC3)cc1OC	0.99	-2	8	15	-13	6%	3	5	1.1
CCOC(=O)c1cc2c(=O)[nH]ccc2nc1C	1.1	-127[fluorescence artefact?]	8	6	-26	7%[fluoresces]	5	12	3.7*
Brc1cccc(-c2nnc3n2CCCCC3)c1	1	-1	-2	25	-15	9%	4	4	1.1
COc1ccc(C2C(C#N)=C(N)Oc3n[nH]c(C)c32)cc1Cn1nnc2ccccc21 (stereo unspecified)	1.1	7	-2	12	15	13%	3	-8	1.1
CCCCC(=O)Nc1ccc(NC(=O)c2ccc3c(c2)OCO3)cc1OC	1	-1	6	-13	20	3%	12	5	1.1
CCN1CCN(C(=O)Cn2ncc3c2-c2ccccc2OC3)CC1	1.1	2	-5	13	-16	6%	-7	2	1.1
O=c1[nH]c(CSc2nnc(COc3ccccc3)n2-c2ccccc2)nc2ccccc12	1	2	2	11	8	3%	-4	0	1.1
CC(C)Oc1ccc(C(CC(=O)O)NC(=O)CSc2ncn[nH]2)cc1 (stereo unspecified)	0.99	1	6	12	-21	4%	-4	7	1
O=C(c1ccc2c(c1)OCO2)n1nnc2ccccc21	1	-2	4	2	-18	2%	0	6	1.2

Taken from the results shown for reference:
SMILES	A340 absorber	MMP13 inh	ROCK2 blocker	HEK293 NFkB inh	tolC growth inh	NADH coupling	JNK3 inh	PKA kinase inh	Fluor 339 460
CCOC(=O)c1c(=O)n(O)c2ccc(C)cc2[n+]1[O-]	1	11	4	7	4	5%	-10	7	1
O=C(NC1CCCCC1)C1c2ccccc2C(=O)N1Cc1ccco1 (stereo unspecified)	0.99	3	5	6	-5	8%	-9	9	1.1
O=C(O)CN1C(=O)CCS(=O)c2ccccc21 (stereo unspecified)	1	2	1	-6	-12	2%	4	-3	1.1
Cc1cc(=O)oc(C)c1C(=O)NCCCN1CCN(c2ccccc2F)CC1	1.2	-3	/	18	-14	9%	/	-10	1

Some of the compounds tested. The share of hits here may be higher or lower than overall.
